# Bioassay records (PubChem)
# NS3 helicase inh: blocks Hepatitis C virus NS3 helicase unwinding | NS3 helicase DNA unwinding, Cy5 molecular beacon fluorescence | inhibition, % at 10.9 µM | hit rate 0.56% among 290,000;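 active means inhibition above the mean of all tested compounds plus 3 SD, set per campaign, cut at about 35% in these data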;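 further: 0% = DMSO wells and 100% = thioflavine S control wells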
#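 System: HCV NS3 helicase fragment; control set: DMSO and thioflavine S; technique: Cy5 fluorescence at 0 and 60 min, beacon hairpin quenching; reagent: beacon DNA duplex substrate plus ATP; replicates: singlicate; schedule: 1 h reaction at 25 °C, ATP-initiated; medium: MOPS buffer pH 6.5 with MgCl2, DTT, Tween20, BSA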
# OXTR ag: human OXTR agonism; P30559; CHO-OTR cells, Fluo-8 calcium fluorescence; normalized: DMSO 0%, oxytocin 100%; activation, % at 3 µM; hit rate 0.32% among 320,000; AID 2435;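 active means activation above the mean of all tested compounds plus 3 SD, cutoff set per screening run, cut at about 20% in these data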;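 further: peak over basal fluorescence ratio from a 100 s FLIPR kinetic read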
# Target sequence (P30559 whole entry, looked up): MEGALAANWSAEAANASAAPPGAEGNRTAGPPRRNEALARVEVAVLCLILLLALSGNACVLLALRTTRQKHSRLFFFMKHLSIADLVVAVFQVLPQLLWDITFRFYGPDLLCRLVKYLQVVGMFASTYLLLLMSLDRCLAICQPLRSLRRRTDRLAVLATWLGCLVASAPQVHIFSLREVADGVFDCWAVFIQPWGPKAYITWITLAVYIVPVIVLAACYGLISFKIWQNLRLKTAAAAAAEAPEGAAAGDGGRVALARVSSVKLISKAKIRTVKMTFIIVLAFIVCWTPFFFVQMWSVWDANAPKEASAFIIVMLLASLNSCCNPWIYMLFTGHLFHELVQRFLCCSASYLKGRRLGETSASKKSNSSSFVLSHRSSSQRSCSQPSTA
# FID counter: counter-screen for HCV NS3 helicase inhibitors: DNA intercalator displacement; hit rate 0.17% among 290,000; inhibition, % at 7.9 µM; DNA fluorescent intercalator displacement, fluorescence; in the data active means inhibition above about 37%;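 further: 0% = vehicle and 100% = reference compound; higher means more ethidium bromide displaced from hairpin DNA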
# V1aR counter: V1a receptor agonism, counter-screen for OXTR agonists | hit rate 0.25% among 320,000 | activation, % at 3 µM | CHO-V1R cells, Fluo-8 calcium fluorescence, agonist mode; 0% DMSO, 100% 3 nM vasopressin | P37288 | AID 2797;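 active means activation above the mean activation of all tested compounds plus 3 SD, per screening run, cut at about 20% in these data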;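 further: signal is peak over basal fluorescence ratio across a 100 second FLIPR read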
# GalR3 antagonist: blocks the human galanin receptor 3; O60755; HEK293 GalR3-CNG cAMP membrane potential fluorescence; galR3 body fused to GalR1 C-terminus; inhibition, % at 3 µM; hit rate 0.44% among 360,000; AID 651719;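 active means inhibition above the screen-wide average plus 3 SD, cut at about 13% in these data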;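 further: forskolin and galanin both at EC90 stimulate the cells; cAMP rise reported by CNG channel membrane potential dye signal; 0% = forskolin plus galanin with DMSO and 100% = forskolin alone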
# Target sequence (O60755 1-299 limits assumed): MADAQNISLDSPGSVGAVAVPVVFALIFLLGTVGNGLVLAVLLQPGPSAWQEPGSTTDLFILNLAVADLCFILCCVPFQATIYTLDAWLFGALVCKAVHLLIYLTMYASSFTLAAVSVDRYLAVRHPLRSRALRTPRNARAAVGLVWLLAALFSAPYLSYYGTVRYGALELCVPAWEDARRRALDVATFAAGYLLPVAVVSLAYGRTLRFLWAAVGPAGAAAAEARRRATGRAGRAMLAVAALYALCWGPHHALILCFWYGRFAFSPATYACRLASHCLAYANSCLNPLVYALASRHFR
# VIM-2 inh: blocks Pseudomonas aeruginosa VIM-2 metallo-beta-lactamase | purified VIM-2, nitrocefin hydrolysis, epi-absorbance fluorescence | hit rate 0.89% among 290,000 | inhibition, % at 5.6 µM;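 active means inhibition above the mean of all tested compounds plus 3 SD, cutoff set per screening run, cut at about 7.5% in these data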;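 further: red hydrolysis product quenches plate fluorescence so inhibitors raise well fluorescence; 0% = enzyme with DMSO and 100% = DMSO without enzyme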
# IMP-1 inhibitor: inhibitors of Pseudomonas aeruginosa IMP-1 metallo-beta-lactamase | hit rate 0.45% among 290,000 | AID 1556 | inhibition, % at 5.6 µM | purified IMP-1, nitrocefin hydrolysis, epi-absorbance fluorescence;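 active means inhibition above the mean plus 3 SD of all compounds in the same screening run, cut at about 4.5% in these data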;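 further: 0% = IMP-1 with DMSO and 100% = DMSO wells lacking enzyme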
#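 Assay system: purified IMP-1; Quantity: IMP-1 0.2 nM before substrate addition; Medium: HEPES buffer pH 7.1 with ZnSO4 and Brij 35; Incubation: 15 min enzyme–compound preincubation, then 25 min nitrocefin reaction, 25 °C; Signal: fluorescence quenching readout, ex 480/em 530 nm; Controls: DMSO with and without IMP-1; Repeats: singlicate testing.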
# PHOSPHO1 inh: inhibitors of human PHOSPHO1 phosphatase; Q8TCT1; recombinant PHOSPHO1, absorbance phosphatase assay; inhibition, % at 13.3 µM; hit rate 1.1% among 290,000; AID 1565; in the data active means inhibition above about 60%
# Target sequence (Q8TCT1 whole entry, looked up): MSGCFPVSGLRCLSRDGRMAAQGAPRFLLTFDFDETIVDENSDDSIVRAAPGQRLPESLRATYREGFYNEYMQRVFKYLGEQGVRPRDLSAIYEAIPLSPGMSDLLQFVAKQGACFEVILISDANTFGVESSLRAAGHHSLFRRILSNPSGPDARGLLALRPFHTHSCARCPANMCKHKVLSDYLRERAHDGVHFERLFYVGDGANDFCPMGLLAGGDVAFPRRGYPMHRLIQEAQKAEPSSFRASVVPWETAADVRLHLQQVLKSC
# GPR7 antag: antagonists of human GPR7 (neuropeptides B/W receptor 1) | P48145 | inhibition, % at 4.4 µM | GPR7-expressing cells, fluorescence antagonist assay | hit rate 1.1% among 290,000; in the data active means inhibition above about 16%, passing the limit was not always enough;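 further: cells stimulated with the agonist NPW; 0% = agonist with vehicle and 100% = vehicle without agonist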
# The depositor's hits bear a star; . = not tested or not shown.
# The line under a structure holds: IMP-1 inhibitor	OXTR ag	FID counter	V1aR counter	NS3 helicase inh	GPR7 antag	PHOSPHO1 inh	GalR3 antagonist	VIM-2 inh
> Cc1ccc(NC(=O)c2cc3ccccc3o2)cc1Cl
 : -1.8	.	-3	.	6	-10	29	-8	-1.1
> Cc1cccc(NC(=S)NNC(=O)c2csc(C(C)C)c2)c1
 : -5.8	-1.2	-21	-0.2	9	-9	49	-7	-4.2
> Nc1cccc(-n2nncc2-c2ccccc2)c1
 : -2.5	-0.4	0	0.2	-6	-11	22	-5	-3.3
> O=S(=O)(c1ccccc1)c1nc(-c2ccc(F)cc2)oc1N1CCOCC1
 : -1.2	-0.4	-30	0.7	-8	-13	24	-6	-0.4
> COc1ccc(NC(=O)CN2CCN(c3c(C)cccc3C)CC2)cc1
 : -4.8	-0.1	0	1.0	-29	-5	.	2	-4.0
> Cc1ccc(NC(=O)CCc2c(C)nn(-c3ccc(N4CCOCC4)nn3)c2C)cc1C
 : -3.6	2.5	-45	5.0	16	-4	36	-3	-6.6
> NC(=O)C1=NOC(CNc2ncc(C(F)(F)F)cc2Cl)C1 (stereo unspecified)
 : -0.5	-0.8	0	0.0	-3	10	0	-1	-1.7
> CCOc1ccc(NC(=O)Nc2cccc(C)n2)cc1
 : -4.3	-1.9	-25	-1.4	12	16	-5	-9	-2.6
> COc1ccc(Cn2nnnc2C(C(C)C)N2CCc3ccccc32)cc1 (stereo unspecified)
 : 0.2	-2.0	-22	-1.1	-5	-2	5	-6	-1.2
> O=C(/C=C/c1ccccc1)NC(=S)Nc1ccccc1
 : -1.4	-1.3	-9	-0.3	1	-18	13	-8	-2.4
> O=C(Cc1ccccc1)NCC(=O)OCC(=O)c1cccs1
 : -0.8	0.6	3	0.0	1	3	-5	-6	0.6
> O=C(C1CCCCC1)N1CCN=C1SCc1cccnc1
 : -4.0	1.0	-14	0.0	12	9	1	1	-2.2
> COc1ccc(N(CN2C(=O)C3C4C=CC(C4)C3C2=O)C(=O)c2ccco2)cc1 (stereo unspecified)
 : -2.6	-0.6	-15	0.1	3	-4	14	-4	-2.7
> COc1cc(C(=O)OCC(=O)NC(=O)c2cccn2C)ccc1OC(F)F
 : -3.2	-1.1	-4	0.6	-3	-2	30	-6	-2.8
> C/C(=N\O)C(=O)NCCN(C)C
 : -3.4	0.7	-2	0.5	4	1	-12	1	-2.4
> COc1ccc(-n2c(-c3ccc(Br)cc3)nc(=S)c3c2CCCC3)cc1
 : -3.1	-2.1	1	-1.1	-12	-10	-15	-9	-2.3
> CCc1cc(C(=O)NNC(=S)Nc2cc(C)ccc2C)cs1
 : -0.9	2.1	-17	1.9	-5	-6	9	-4	-4.9
> Cc1nc2ccccn2c1-c1csc(Nc2ccc(C(=O)O)cc2)n1
 : -3.6	-0.2	-8	0.3	-3	2	.	-7	1.4
> Cn1cc(CNCCN2CCCCC2=O)c(-c2cccc(Cl)c2)n1
 : -3.2	-0.6	0	0.8	-3	-8	32	4	-0.7
> CCOc1ccc(Oc2c(/C=N/NC(N)=O)c(C)nn2-c2ccccc2)cc1
 : -3.7	-1.6	-28	0.0	-9	-9	-15	7	-5.5
> O=C(Nc1ccc2c(c1)OCCO2)C1CC(O)CN1C(=O)Nc1ccccc1 (stereo unspecified)
 : -2.4	1.1	-4	0.0	-6	-5	14	-8	-1.4
> Cc1cc(C(F)F)n2ncc(C(=O)N3CCC(C(N)=O)CC3)c2n1
 : -0.2	1.3	1	1.0	-12	-13	21	0	-3.0
> CCOC(=O)CSc1nc2c(sc(=S)n2-c2ccccc2OC)c(=O)n1-c1ccccc1OC
 : -1.9	-1.9	-29	0.9	8	20	14	-15	-1.8
> COc1ccc(CCC(C)NCCc2ccc(Cl)cc2Cl)cc1 (stereo unspecified)
 : 0.0	11	24	14	-42	12	-21	-14	-0.3
> COc1ccc(N2CCN(C(=O)C3CCN(S(=O)(=O)c4ccc(F)cc4)CC3)CC2)cc1
 : -3.1	-0.1	-35	0.9	-14	-11	-32	-4	-1.9
> COc1ccc(NS(=O)(=O)c2ccc(NC(=O)c3ccc(CN4CCOCC4)cc3)cc2)cc1
 : -3.3	7.7	-2	9.3	-23	24*	-10	89*	-0.4
> CCCCN(CC)C(=O)c1cc2cc3ccc(Cl)cc3nc2o1
 : -2.5	-0.7	-29	1.2	0	-26	31	-10	-1.7
> CN1C(=S)SC(/[N+]([O-])=C\c2ccccc2)C1(C)C (stereo unspecified)
 : -0.7	1.1	3	1.0	0	0	-15	-3	-0.4
> Cc1cc(O)c(NC(=O)c2cc([N+](=O)[O-])ccc2Cl)cc1C
 : -2.0	-0.2	7	3.5	-6	-5	22	-4	-0.3
> CS(=O)(=O)N(CCc1ccccc1)CC(=O)N1CCc2ccccc2C1
 : -7.7	-0.5	-21	-0.6	-15	-8	29	1	-6.4
> COc1ccc(N=C2SCC(c3ccc(C)cc3)=NN2CCO)cc1
 : -0.3	-0.5	-30	-0.3	1	17	43	-3	-0.8
> O=C(Cn1c(C(F)(F)F)nc2ccccc21)Nc1ccccc1N1CCOCC1
 : -0.5	-0.6	-11	0.1	-3	1	5	3	-5.1
> CCN(CC)S(=O)(=O)c1ccc(C)c(NC(=O)Cc2ccc(S(=O)(=O)N3CCOCC3)s2)c1
 : -2.3	-0.3	-31	2.3	-2	-20	23	-3	-1.8
> O=C(Cn1c(=O)c2ccccc2n(CC(=O)N2CCCCC2)c1=O)N1CCCCC1
 : 0.5	0.1	-9	-0.8	5	6	8	-2	1.6
> O=S(=O)(NCCSc1ccc(Cl)cc1)c1ccc(F)cc1
 : -2.3	-1.9	-12	-0.6	-14	-15	41	5	-0.3
> Cc1cccc(/C=C/C(=O)c2cc(Br)ccc(=O)c2O)c1
 : 2.0	1.1	-17	0.3	23	-1	-6	-3	-0.7
> CC(=O)c1ccc(N2CCN(C(=O)c3cc(-c4ccncc4)nc4ccc(Cl)cc34)CC2)cc1
 : 0.9	2.5	-14	2.7	-3	-10	19	-1	0.1
> COc1ccccc1C(=O)C1CCCN(C(=O)c2ccccc2C(C)=O)C1 (stereo unspecified)
 : -2.8	.	-26	.	0	-7	22	0	-2.3
> Cc1cc(C(=O)C(C)Cl)c(C)n1Cc1ccco1 (stereo unspecified)
 : 0.7	-0.5	-6	0.2	14	-5	21	-3	-1.3
> COc1ccc(NC(=O)CN2CCC(C(N)=O)(N3CCCCC3)CC2)c(OC)c1
 : -2.6	0.1	-1	-0.2	-2	-10	-17	-2	-2.3
> O=C(CCN1CCCCC1)N/N=C/c1ccc(Br)cc1
 : -2.3	-1.0	0	1.1	-1	-10	2	-4	1.3
> CCCCCCCCCCCCS[C@H]1CS(=O)(=O)C[C@@H]1O
 : -2.3	2.0	-19	-1.8	-3	-14	-1	-2	-3.3
> Cc1ccc(-n2cc(-c3ccccc3)c3c(N4CCOCC4)ncnc32)cc1
 : -2.2	.	6	.	-3	-16	-5	-4	-1.6
> CC(OC(=O)c1cc2sccc2n1C)C(=O)NCc1cccs1 (stereo unspecified)
 : 2.3	-1.9	-22	0.8	-7	-3	-2	3	-3.5
> COc1ccccc1-c1nc(COc2ccc(Cl)cc2Cl)no1
 : -2.2	0.3	-1	0.8	3	-14	21	-4	-2.5
> N=c1c(C(=O)NCCc2ccccc2)cc2c(=O)n3ccccc3nc2n1Cc1ccco1
 : -1.8	1.5	-19	1.6	4	28*	39	-7	1.3
> CCOC(=O)c1nn(-c2ccc(Cl)cc2)c2nnc(Cc3ccccc3)c(=O)n12
 : -1.8	-2.1	-5	0.1	10	6	-5	-1	-4.9
> O=C(NCC1OCCc2ccccc21)c1cc(COc2c(F)cccc2F)on1 (stereo unspecified)
 : -1.4	-1.1	-13	0.6	-3	-17	41	-4	-1.0
> O=C(Cn1cnc2cc([N+](=O)[O-])ccc2c1=O)Nc1ccc(N2CCOCC2)cc1
 : -4.3	0.6	9	0.6	-3	-12	-8	-7	-3.6
> CC(C)NC(=O)COC(=O)c1ccccc1CSC1=NCCS1
 : -2.5	1.1	-26	1.6	0	3	-28	-7	-2.5
> O=C1c2ccccc2CC1Sc1nnc(-c2ccccn2)o1 (stereo unspecified)
 : 2.0	.	-5	.	-1	-6	69*	-2	-1.1
> CCOP(=O)(OCC)c1cccc(P(=O)(c2ccccc2)c2ccccc2)c1O
 : -0.9	-0.9	-51	-0.4	0	-7	5	-9	-2.8
> COC(=O)c1ccc(NC(=O)C2CCCN2C(=O)OCc2ccccc2)cc1 (stereo unspecified)
 : -1.2	0.0	-19	4.5	2	-1	34	-2	-2.9
> CCOCCCn1c(SCC(=O)NCc2ccc3c(c2)OCO3)nc2ccccc2c1=O
 : -1.8	-2.3	-6	-0.6	5	-14	32	-2	1.4
> COC(=O)C(Cc1ccc(O)cc1)NC(=O)CCc1ccco1 (stereo unspecified)
 : -1.8	1.0	-4	0.0	-3	-4	39	-10	-2.0
> CC(=O)Nc1ccc(NC(=O)CN(c2cc(Cl)ccc2Cl)S(C)(=O)=O)cc1
 : -0.8	1.3	-12	0.3	7	12	-6	5	1.4
> Cc1cccc2nc(COc3ccc(-c4ccccc4)cc3)cn12
 : -3.2	-1.1	-10	0.2	-4	-7	34	.	-0.5
> Cc1cc(C)nc(N2CCC(C(=O)NCCc3ccc(Cl)cc3)CC2)n1
 : 0.0	-1.7	-2	-0.2	5	14	56	-3	0.7
> CCOc1c(OC(C)=O)ccc(/C=C2\N=C(SCC)SC2=O)c1[N+](=O)[O-]
 : -2.8	3.6	3	0.8	-3	-3	42	0	-0.8
> C/C(=N\N=C1\NC(=O)C(CC(=O)NCc2ccccc2)S1)C(C)C (stereo unspecified)
 : -2.5	-0.1	-4	0.9	-2	-10	28	-1	-4.2

# With a hit mark in PHOSPHO1 inh, among the entries above:
SMILES | IMP-1 inhibitor | NS3 helicase inh | GPR7 antag | PHOSPHO1 inh | GalR3 antagonist | VIM-2 inh
O=C1c2ccccc2CC1Sc1nnc(-c2ccccn2)o1 (stereo unspecified) | 2.0 | -1 | -6 | 69* | -2 | -1.1

# (listing goes on)
# The line under a structure holds: IMP-1 inhibitor	OXTR ag	FID counter	V1aR counter	NS3 helicase inh	GPR7 antag	PHOSPHO1 inh	GalR3 antagonist	VIM-2 inh
> Cc1c(C(=O)O)[nH]c2c1C(=O)CC(c1ccc(C(C)(C)C)cc1)C2 (stereo unspecified)
 : -2.5	0.7	-26	0.8	49*	5	33	3	-1.6
> COc1cc(C(=O)Nc2ccc3c(c2)OCO3)ccc1OCc1c(C)noc1C
 : -2.5	-1.6	4	-1.4	7	-10	15	-5	-2.5
> Cc1cc(C(=O)CN2C(=O)C(=O)N(Cc3ccccc3)C2=O)c(C)n1CC1COc2ccccc2O1 (stereo unspecified)
 : -1.6	0.6	-24	1.5	-7	1	16	-4	-1.7
> O=C(c1cc(-c2ccccc2O)on1)N1CCOCC1
 : -2.1	2.1	-5	1.2	1	-7	32	-10	-1.7
